# SRC1 TRFRET art: counter-screen for PPARgamma SRC-1 recruitment agonists: TR-FRET artefact; TR-FRET detection artefact counter-screen, emission ratio; hits give high values; TR-FRET ratio at 8 µM; 99,000 tested, 0.34% active; AID 1051; in the data active = TR-FRET ratio above about 2300; also: inactives centre near 1800; reference of the scale not given here
# SRC3 TRFRET art: flags TR-FRET format artefacts in PPARgamma SRC-3 recruitment agonist screen. TR-FRET ratio at 8 µM. AID 1048. 99,000 tested, 0.39% active. TR-FRET artefact counter-screen, PPARgamma/SRC-3 format; hits give high values; in the data active = TR-FRET ratio above about 2000; also: inactives centre near 1600; reference of the scale not given here
# Numbers without * were called inactive. These rows are one share of the data; count on the stated rates, not on these rows.
# Below each SMILES – SRC1 TRFRET art, SRC3 TRFRET art
- CC(C)(C)c1ccc(/C=C/C(=O)NC2CCS(=O)(=O)C2)cc1 (stereo not drawn)
→ 1840, 1904
- CC(C)c1ccccc1NC(=O)COC(=O)c1c2c(nc3ccccc13)CCN(Cc1ccccc1)C2
→ 1903, 1589
- C[C@@H]1C(=O)O[C@@H]2[C@H](O)C34[C@H]5C[C@@H](C(C)(C)C)C36[C@H](OC(=O)[C@@H]6O)OC4(C(=O)O5)[C@@]12O (stereo partly drawn)
→ 2062, 1672
- O=C(N/N=C/c1ccccc1)c1n[nH]c2c1CCCC2
→ 1740, 1426
- N#Cc1ccccc1NC(=O)c1ccc2c(Cl)c3c(nc2c1)CCCC3
→ 1797, 1372
- O=C(NCCCn1ccnc1)c1cc(S(=O)(=O)N2CCOCC2)c(Cl)cc1Cl
→ 1985, 1823
- CCC(=O)N1CCc2cc(Br)cc(S(=O)(=O)NCC3CCCN3CC)c21 (stereo not drawn)
→ 1982, 1625
- Cc1ccc(C(=O)Nc2cc([N+](=O)[O-])ccc2C)cc1
→ 2081, 1848
- COc1cccc2c1OCC(CN1CCN(Cc3ccccc3)C(CCO)C1)=C2 (stereo not drawn)
→ 1648, 1454
- CCc1ccc(C(=O)COC(=O)c2n[nH]c3ccccc23)cc1
→ 1737, 1689
- CCC1C(=O)N(C)CCc2ccccc21 (stereo not drawn)
→ 1763, 1806
- CCn1cc(CNC(=O)c2cc(Cl)ccc2OC)c(C)n1
→ 1906, 1352
- COc1ccc(C(=O)NNC(=O)c2ccc(S(=O)(=O)N3CCOCC3)cc2)cc1
→ 1613, 1415
- O=C(CNC(=O)c1ccccc1)OC(C(=O)c1ccccc1)c1ccccc1 (stereo not drawn)
→ 1622, 1474
- Cc1nc2nc(SCC(=O)O)nn2c(C)c1Cc1ccccc1Cl
→ 1908, 1314
- Cc1ccc(NC(=O)C(C)N2C(=O)c3ccccc3C2=O)nc1 (stereo not drawn)
→ 1884, 1507
- Cc1cccc(NC(=S)NCCC(C)C)c1
→ 1542, 1628
- O=S(=O)(c1ccc(Cl)cc1)n1c(Cc2ccccc2)nc2ccccc21
→ 1780, 1640
- CCOc1ccc(/C=C2\SC(N3CCc4ccccc4C3)=NC2=O)cc1
→ 1871, 1673
- O=C(COc1ccccc1F)NCc1nc2ccccc2[nH]1
→ 1744, 1646
- NC(=O)CC[C@@H]1NC(=O)[C@H](CO)NC(=O)c2cc([N+](=O)[O-])cc(I)c2NCC[C@@H](C(N)=O)NC1=O
→ 1545, 1625
- CCCn1nnnc1SCC(=O)NCc1ccc(OC)cc1
→ 1866, 1519
- Cc1nnc(SCC(=O)N2CCN(c3ccccc3)CC2)n(N)c1=O
→ 1876, 1382
- CN(Cc1ccccc1)S(=O)(=O)c1cccc(C(=O)O)c1
→ 1788, 1643
- CCOC(=O)N1CCN(C(=O)COc2ccccc2Cl)CC1
→ 1985, 1390
- CNC(=S)N/N=C(\C)c1ccc(Cl)s1
→ 1860, 1602
- CCOC(=O)N1CCN(C(=O)c2cn(CC)c3ccc(S(=O)(=O)N4CC(C)CC(C)C4)cc3c2=O)CC1 (stereo not drawn)
→ 1676, 1730
- CCOC(=O)C1CCN(Cc2cc(C(C)C)c(O)c(C(C)C)c2)CC1
→ 2075, 1633
- CCOC(=O)/C(C#N)=C/c1ccc(SC)cc1
→ 1818, 1780
- O=C(COC(=O)c1cc2c(s1)CCCC2)Nc1ccc(Cl)cn1
→ 1953, 1737

# Sorted by formula weight (rising): some entries from above
# Below each SMILES – SRC1 TRFRET art, SRC3 TRFRET art
- Cc1ccc(NC(=O)C(C)N2C(=O)c3ccccc3C2=O)nc1 (stereo not drawn)
→ 1884, 1507
- CCOc1ccc(/C=C2\SC(N3CCc4ccccc4C3)=NC2=O)cc1
→ 1871, 1673
- O=S(=O)(c1ccc(Cl)cc1)n1c(Cc2ccccc2)nc2ccccc21
→ 1780, 1640

# The listing continues:
# Below each SMILES – SRC1 TRFRET art, SRC3 TRFRET art
- Cc1ccccc1OCC(=O)NNC(=O)CCc1ccccc1
→ 1893, 1656
- COC(=O)c1nnn(-c2ccc(F)c(Cl)c2)c1C(=O)OC
→ 1792, 1710
- Cc1cc(C(=O)COc2ccc3ccc(=O)oc3c2)c(C)n1C
→ 2097, 1702
- CC(Sc1ncc(C(F)(F)F)cc1Cl)C(=O)NCC1CCCO1 (stereo not drawn)
→ 1802, 1418
- CC(NC(=O)CC1Sc2ccccc2NC1=O)c1ccccc1 (stereo not drawn)
→ 1799, 1549
- O=C(CNc1ccc2ccccc2c1)N/N=C/c1ccc(OC(=O)/C=C/c2ccco2)cc1
→ 2148, 1625
- CC(/C=C/c1ccccc1)=N/NC(=O)C(O)c1ccccc1 (stereo not drawn)
→ 1733, 1683
- Cc1cc(C)c(NC(=O)c2sc3nc(C)[nH]c(=O)c3c2C)c(C)c1
→ 1982, 1453
- O=C(CC1(O)C(=O)Nc2cc(Cl)cc(Cl)c21)c1ccncc1 (stereo not drawn)
→ 1718, 1593
- CCOc1ccc(-c2cn3ccccc3n2)cc1
→ 1874, 1486
- CSc1nc(O)c(C(c2cccc([N+](=O)[O-])c2)c2c(O)nc(SC)[nH]c2=O)c(=O)[nH]1
→ 1858, 1696
- CC(C)(C)NC(=O)C(=O)NNC(=O)c1cccc(Br)c1
→ 1652, 1664
- COc1ccc(Cl)cc1/C=C(\C#N)C(N)=O
→ 1837, 1560
- O=C(O)c1cccc(C(=O)Nc2cccc(NC(=O)C3CCCO3)c2)c1 (stereo not drawn)
→ 1799, 1594
- CC(C)CC(NC(N)=O)C(=O)NCCc1ccc(Cl)cc1 (stereo not drawn)
→ 1881, 1749

# Part of the list above, field by field.
CC(/C=C/c1ccccc1)=N/NC(=O)C(O)c1ccccc1 (stereo not drawn)
- SRC1 TRFRET art = 1733
- SRC3 TRFRET art = 1683

CC(Sc1ncc(C(F)(F)F)cc1Cl)C(=O)NCC1CCCO1 (stereo not drawn)
- SRC1 TRFRET art = 1802
- SRC3 TRFRET art = 1418

# Next entries:
# Below each SMILES – SRC1 TRFRET art, SRC3 TRFRET art
- Cc1cccc(C(=O)NC(=S)NCc2cccnc2)c1
→ 1638, 1704
- COCCNc1nnnc2c1sc1nc(N3CCOCC3)c3c(c12)CCCC3
→ 1841, 1616
- CCOc1ncccc1C(=O)Nc1ncc(C)s1
→ 1821, 1501
- O=C(CSC1=NCCN1)NC(c1ccccc1)c1ccccc1
→ 1764, 1553
- Cc1ccc(NC(=O)CN(C)C(=O)c2n[nH]c(=O)c3ccccc23)cc1
→ 1823, 1582
- NS(=O)(=O)c1ccc(CCNC(=O)CSc2ccc3ccccc3c2)cc1
→ 1748, 1574
- CCOC(=O)N1CCN(C(=O)CCl)CC1
→ 1758, 1604
- Cc1ccc2nc(-c3ccco3)c(Nc3ccccc3)n2c1
→ 1627, 1654
- OC(COCc1ccc2c(c1)OCO2)CN1CCCCC1 (stereo not drawn)
→ 1820, 1775
- CCOc1ccc(-c2nnc(Nc3ccc(OC)c(C(=O)N4CCCCC4)c3)c3ccccc23)cc1
→ 2135, 1620
- Cc1ccc(C(=O)C2CCN(C(=S)NCC3CCCO3)CC2)cc1 (stereo not drawn)
→ 1763, 1815
- O=C(NCC(c1ccc(F)cc1)N1CCOCC1)c1cccc(Br)c1 (stereo not drawn)
→ 1821, 1594
- Cc1cc(C(=O)COC(=O)CC2Sc3ccccc3NC2=O)c(C)n1-c1ccc2c(c1)OCO2 (stereo not drawn)
→ 1825, 1773
- N#Cc1cc2c(=O)n3ccccc3nc2n(-c2ccc(Cl)cc2)c1=O
→ 1752, 1529
- CCOCc1nnc(NC(=O)C2c3ccccc3Oc3ccccc32)s1
→ 1487, 1562

# 3 records picked at random from those above:
# Below each SMILES – SRC1 TRFRET art, SRC3 TRFRET art
- COc1ccc(C(=O)NNC(=O)c2ccc(S(=O)(=O)N3CCOCC3)cc2)cc1
→ 1613, 1415
- Cc1nnc(SCC(=O)N2CCN(c3ccccc3)CC2)n(N)c1=O
→ 1876, 1382
- COc1cccc2c1OCC(CN1CCN(Cc3ccccc3)C(CCO)C1)=C2 (stereo not drawn)
→ 1648, 1454

# The list continues:
# Below each SMILES – SRC1 TRFRET art, SRC3 TRFRET art
- NN/C(=C\[N+](=O)[O-])Nc1ccc(Cl)cc1
→ 1833, 1560
- CCCc1ncc(C(O)(c2ccccc2)c2ccc(C)cc2)n1C (stereo not drawn)
→ 1755, 1642
- COC(=O)[C@H](C)[C@@H]1C[C@@]1(C)[C@@H](NC(=O)OCc1ccccc1)c1ccccc1
→ 1600, 1664
- Cc1ccc(-n2c(Cl)c(Cl)nc(Cl)c2=O)cc1
→ 1611, 1619
- O=C(Cn1cc(C(F)(F)F)ccc1=O)N/N=C/c1ccc(Cl)c(Cl)c1
→ 1779, 1579
- O=C(Nc1ccc(C2CC2(Cl)Cl)cc1)c1ccccc1Br (stereo not drawn)
→ 1537, 1585
- Cc1cccc(-c2nnc(SCC(=O)N3c4ccccc4CCc4ccccc43)n2C)c1
→ 1813, 1703

# Compound profiles (already shown).
# `O=C(Nc1ccc(C2CC2(Cl)Cl)cc1)c1ccccc1Br` (stereo not drawn) across the screens: SRC1 TRFRET art: 1537; SRC3 TRFRET art: 1585
# `COC(=O)[C@H](C)[C@@H]1C[C@@]1(C)[C@@H](NC(=O)OCc1ccccc1)c1ccccc1` across the screens: SRC1 TRFRET art: 1600; SRC3 TRFRET art: 1664
